HTRA1 inhibitor – HTRA1 (human) protease inhibition. Q92743. recombinant HTRA1, FP-rhodamine activity-based probe, fluorescence polarization. inhibition, % at 5.96 µM. 340,000 tested, 0.5% active; in the data active = inhibition above about 36%;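 note: 0% = enzyme with DMSO and 100% = wells lacking enzyme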
rCAG binder – binds r(CAG) RNA repeats; r(CAG) RNA repeat, TO-PRO-1 dye displacement fluorescence; inhibition, % at 3 µM; 370,000 tested, 1.3% active; AID 651821;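 active = inhibition above the plate cutoff, the mean of all test compounds on that plate plus 3 SD, cut at about 35% in these data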;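 note: 0% = DMSO alone and 100% = 100 µM mitoxantrone as full dye displacement; higher means more dye released from RNA so lower well fluorescence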
ABHD4 inh – inhibitors of mouse ABHD4. Q8VD66. purified mABHD4, FP-Rh probe fluorescence polarization. inhibition, % at 8.92 µM. 370,000 tested, 0.54% active. AID 720543;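 active = inhibition exceeding the mean over every tested compound plus 3 SD, cut at about 30% in these data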;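 note: 0% = plate median of compound wells and 100% = S159A mutant with DMSO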
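Doses – 8.92 µM, single dose · Material – wild-type mouse ABHD4 protein · Replication – single well per compound (singlicate) · Measure – percent inhibition of probe binding, normalized to plate controls · Schedule – 45 min compound pre-incubation plus 60 min probe step, 25 °C · Detection – fluorescence polarization with parallel and perpendicular emission, 525/598 nm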
PG9 binder – binds the HIV-1 gp120 antibody PG9; TR-FRET gp120-PG9 antibody binding; inhibition, % at 6.7 µM; 360,000 tested, 0.43% active; AID 624416; in the data active = inhibition above about 8.5%
UHRF1 binding – UHRF1 methyl-DNA binding inhibition | UHRF1 binding to methylated oligo, TR-FRET | 370,000 tested, 0.75% active | inhibition, % at 4.4 µM | AID 687016; in the data active = inhibition above about 21%;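 note: UHRF1 SRA domain binding a hemimethylated CpG hairpin DNA probe; 0% = median of test compound wells and 100% = reference inhibitor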
MBD2 inh – inhibitors of human MBD2 binding to methylated oligonucleotide; TR-FRET; inhibition, % at 4.4 µM; Q9UBB5; 370,000 tested, 0.31% active; in the data active = inhibition above about 13%
Target sequence (Q9UBB5 whole entry, looked up): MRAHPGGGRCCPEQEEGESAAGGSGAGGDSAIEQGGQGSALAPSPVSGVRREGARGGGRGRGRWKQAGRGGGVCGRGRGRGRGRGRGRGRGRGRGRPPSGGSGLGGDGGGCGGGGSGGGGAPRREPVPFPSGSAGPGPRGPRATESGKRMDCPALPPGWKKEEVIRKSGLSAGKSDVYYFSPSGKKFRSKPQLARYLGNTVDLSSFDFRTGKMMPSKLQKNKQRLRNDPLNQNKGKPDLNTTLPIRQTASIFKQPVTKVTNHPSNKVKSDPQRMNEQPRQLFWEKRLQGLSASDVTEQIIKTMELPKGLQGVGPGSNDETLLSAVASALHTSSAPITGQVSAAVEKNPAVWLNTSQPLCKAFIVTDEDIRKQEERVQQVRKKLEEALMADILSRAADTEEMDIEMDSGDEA
NR1D1 modulator – modulates human Rev-erb alpha binding to DNA; P20393; Rev-erbα–FITC-DNA binding, fluorescence polarization, 90 min; activity, % at 10 µM; 370,000 tested, 0.79% active;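 active = activity above about 14%, limit read from the data; passing the limit was not always enough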;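 note: 0% = DMSO wells with 35 nM protein and 100% = DMSO wells with 750 nM protein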
PRMT1 inh – PRMT1 (human) inhibition, primary screen; inhibition, % at 2.79 µM; Q99873; recombinant PRMT1, activity-based probe fluorescence polarization; 370,000 tested, 1.3% active;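 active = inhibition above about 21% made by adding two undisclosed values, limit read from the data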
Target sequence (Q99873 whole entry, looked up): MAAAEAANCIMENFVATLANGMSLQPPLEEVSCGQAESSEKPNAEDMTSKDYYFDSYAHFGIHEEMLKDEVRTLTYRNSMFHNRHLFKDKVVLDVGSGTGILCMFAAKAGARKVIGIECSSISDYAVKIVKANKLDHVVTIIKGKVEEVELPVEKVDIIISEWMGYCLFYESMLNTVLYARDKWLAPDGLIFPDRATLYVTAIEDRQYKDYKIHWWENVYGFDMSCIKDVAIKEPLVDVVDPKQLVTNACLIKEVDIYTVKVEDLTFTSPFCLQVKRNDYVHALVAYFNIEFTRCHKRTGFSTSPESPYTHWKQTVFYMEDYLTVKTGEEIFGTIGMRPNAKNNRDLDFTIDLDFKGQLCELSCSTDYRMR
TCR CD3 inh – inhibitors of human TCR-CD3 interaction; TAMRA-labeled TCR probe fluorescence, biochemical; inhibition, % at 9.4 µM; 360,000 tested, 0.37% active; in the data active = inhibition above about 19%;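 note: recombinant mutant TCR 2C K166C tagged with TAMRA read by polarization; 0% = receptor in buffer alone and 100% = receptor with positive control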
LEDGF integ inh – blocks HIV-1 LEDGF/p75-dependent DNA integration | TR-FRET IN-LEDGF/p75 DNA integration, Eu/Cy5 | inhibition, % at 3.7 µM | 370,000 tested, 0.64% active | AID 743269;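 active = inhibition above the screen-wide mean plus 3 SD, cut at about 13% in these data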;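 note: signal is the Cy5 over europium emission ratio at 671 and 618 nm; 0% = plate median of compound wells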
Numbers without * were called inactive; / = not tested or not shown. A portion of the library; count on the stated rates, not on these rows.

SMILES	HTRA1 inhibitor	rCAG binder	ABHD4 inh	PG9 binder	UHRF1 binding	MBD2 inh	NR1D1 modulator	PRMT1 inh	TCR CD3 inh	LEDGF integ inh
CCOc1ccc(C2C(C(=O)Nc3ccc(F)cc3)=C(C)Nc3nc(CCCO)nn32)cc1 (stereo not given)	-0.2	1.5	0.4	-1.8	0.0	-0.1	1.5	3.6	-0.4	-0.7
O=C(CSC1=NS(=O)(=O)c2ccccc2N1)Nc1nccs1	6.4	5.4	6.6	-2.1	-0.4	-4.0	7.2	-2.8	-3.9	4.3
CC(C)(C)NC(=O)CN(Cc1cccs1)C(=O)C1COc2ccccc2O1 (stereo not given)	-7.8	-5.4	5.1	1.2	-0.5	8.4	1.8	4.8	-1.3	-0.3
CCc1noc(C)c1C(=O)N1CCN(S(=O)(=O)c2cccc(C(F)(F)F)c2)CC1	4.3	0.3	-0.1	-0.3	-1.3	-5.2	-3.5	0.4	2.4	-1.8
O=C(COC(=O)/C=C/c1ccccc1Cl)NCCNC(=O)COC(=O)/C=C/c1ccccc1Cl	-0.7	-0.4	-1.9	-0.1	-2.1	-0.1	-2.7	-3.6	-1.4	-1.9
Cc1cccc(C)c1Nc1n[nH]c(=S)s1	1.4	3.8	0.5	0.9	-2.4	1.4	-2.1	31.9*	5.7	-0.1
CC[C@H](C)C(N)c1cn([C@@H](CC(N)=O)C(=O)N2CCNCC2)nn1 (stereo not given in full)	1.4	6.0	-7.6	-0.7	9.6	6.0	0.4	2.4	2.7	1.9
O=C(Nc1ccc(F)cc1)C(c1ccncc1)N1CCN(c2cccc(C(F)(F)F)n2)CC1 (stereo not given)	/	2.0	-11.9	-1.0	1.0	-1.3	-0.1	0.5	6.5	1.9
O=C(/C=C/c1cccs1)N1CCN(Cc2ccc3c(c2)OCO3)CC1	-4.7	-0.1	5.7	-3.2	-3.4	-3.5	-0.4	-0.3	11.5	1.4
COc1ccc(N2C(=O)CC(NCc3ccncc3)C2=O)cc1 (stereo not given)	-2.4	16.3	-5.5	2.6	3.7	2.7	4.3	8.2	-1.8	4.2
CCN1CCCC1CNS(=O)(=O)c1cccc(C(F)(F)F)c1 (stereo not given)	2.5	2.0	4.1	2.1	5.7	3.4	-1.7	-5.6	7.5	-1.8
COC(=O)c1nnn(-c2nonc2N)c1CN1CCCC1	4.0	-0.8	3.6	-1.5	2.2	31.1*	5.4	2.8	-4.7	-4.2
Cc1ccc(C)c(CNS(=O)(=O)c2c(C(=O)N3CCCC3)c(C)n(C)c2C)c1	-3.5	-3.2	6.1	0.4	-0.6	4.3	-1.4	-0.1	-0.3	-3.0
CCOc1ccc(S(=O)(=O)NC(C)(C)C)cc1-c1nc2c(C(C)(C)C)nn(C)c2c(=O)[nH]1	-10.0	-6.2	-2.6	-0.1	-0.8	0.5	7.4	1.2	8.7	0.2
O=C(Nc1ccccc1)c1ccccc1OS(=O)(=O)c1ccccc1	3.2	-2.8	0.0	-1.4	-2.9	1.9	-0.4	-2.6	2.3	4.1
CSc1nsc(SCC(=O)Nc2ccc(Br)cn2)n1	-7.8	8.8	-4.9	-0.8	10.8	8.2	-1.7	8.7	5.9	1.4
Cc1ccccc1CCN(CC(=O)NCc1ccc(F)cc1)C(=O)c1csnn1	-2.9	0.8	-0.3	0.9	-1.4	2.9	-1.1	-6.5	5.5	2.9
O=C(CSc1nc2ccccc2o1)N1CCN(c2ccc(Cl)cc2)CC1	7.8	-5.7	1.6	0.9	0.4	6.2	1.3	0.0	-3.7	0.6
COc1ccc(C2/C(=C(/O)c3ccccc3)C(=O)C(=O)N2c2ncccn2)cc1OC (stereo not given)	0.2	-0.9	10.0	0.2	-0.9	-2.5	6.7	-2.5	-1.3	1.6
COCCC(=O)N1CCC(Oc2ccc(C(=O)N3CCCCCC3)cc2)CC1	3.8	-8.3	1.4	1.6	0.8	-1.2	-5.3	4.5	-1.2	-0.9
Cc1ccc(CCC(=O)Nc2ccc(CC(=O)O)cc2)o1	-3.0	-1.5	-2.2	-1.6	0.0	-3.7	-3.5	3.1	4.0	1.1
O=C(c1ccco1)N1N=C(c2cccs2)CC1c1ccco1 (stereo not given)	-4.8	2.7	-1.9	-0.9	-0.7	3.6	4.3	0.4	3.6	-1.6
COc1ccc(-c2csc(C3=C(O)CN(Cc4ccc(Cl)cc4)C3=N)n2)cc1OC	7.0	20.1	6.4	1.1	-3.3	0.2	-5.6	1.9	1.6	-9.1
Cc1ccc(NC(=O)CSc2nnc(Cc3cccn3C)n2-c2ccc(F)cc2)cc1	-7.0	3.8	-4.6	-0.1	-3.2	1.8	3.5	-2.0	5.3	4.1
COc1cccc(CSc2nnc(-c3ccco3)n2C)c1	4.2	-3.9	5.5	1.1	4.0	5.8	-2.2	2.6	-2.2	0.5
O=C(NCC(=O)N1CCCCCCC1)c1ccc(Cl)c(Cl)c1	-7.5	3.0	1.0	0.2	1.7	-0.4	-4.8	4.8	-0.2	-4.8
O=C(Nc1c(C(=O)N2CCOCC2)cnn1-c1ccccc1Cl)c1ccco1	0.3	-0.8	-0.9	-1.6	1.1	-5.2	-3.0	-2.7	3.2	-1.7
CS(=O)(=O)N1CCN(c2nnc(-c3ccccc3)c3ccccc23)CC1	7.5	-2.6	-1.5	-0.9	3.9	-1.0	3.6	4.1	-1.4	-2.8
CCCCC(=O)N(C)c1c(CC)nc2c(OCc3ccc(S(C)(=O)=O)cc3)cccn12	/	1.6	1.6	0.7	-2.6	-1.3	-5.0	-5.8	1.3	5.9
FC(F)(F)c1cnc(NNC(=S)Nc2ccccc2)c(Cl)c1	47.0*	6.3	11.2	-2.7	-2.0	-2.3	-1.5	-2.4	-2.9	5.4
O=C(Nc1ncccn1)c1cc([N+](=O)[O-])cc([N+](=O)[O-])c1	0.8	-0.7	-1.9	0.1	1.1	-1.3	-2.7	1.5	5.6	-1.5
Cc1cc(C)cc(NC(=O)CCC(=O)Nc2cc(C)on2)c1	-6.5	-2.2	-2.0	1.0	0.9	2.4	6.0	2.3	-0.5	-2.8
CSc1ccc(C(=O)C2CCCN(C(=O)c3ccsc3)C2)cc1 (stereo not given)	-7.0	-7.3	-2.3	1.0	1.3	-0.9	-1.6	0.9	1.0	1.8
CCOc1ccc(NC(=O)c2ccco2)c([N+](=O)[O-])c1	9.6	1.4	-3.1	-0.7	-0.2	-3.0	-2.8	2.7	-7.3	-5.7
Cc1ccc(S(=O)(=O)NC(C(=O)N2CCOCCOCCOCC2)C(C)C)cc1 (stereo not given)	-2.2	-0.6	-0.7	-0.9	-1.3	5.4	-5.0	-7.1	6.1	2.4
CCCNC(=O)c1nnsc1Sc1ccc(Cl)cc1	-1.6	-0.7	-0.5	0.3	-2.8	2.0	1.3	-2.3	-3.5	3.2
CCC(=O)Nc1ccc(Cl)c(NC(=O)c2c(OC)cccc2OC)c1	0.4	-2.8	-2.6	0.8	0.0	-1.9	1.2	-0.5	8.2	-4.8
CC(=O)Nc1ccn(Cc2c(F)cccc2Cl)n1	4.1	-0.5	8.5	-1.5	2.6	2.5	-1.6	-1.8	5.2	-0.4
Cc1cc2cc3c(cc2nc1SCC(=O)N1CCOCC1)OCO3	-6.4	-1.3	-4.3	-2.2	-3.5	-1.9	-2.2	2.1	1.7	1.0
NS(=O)(=O)c1ccc(CCNC(=O)COc2ccc3c4c(c(=O)oc3c2)CCC4)cc1	2.6	7.8	-6.7	1.1	1.7	3.2	14.0	4.0	1.3	-2.7

Complete entries as entered above. Screens in order: HTRA1 inhibitor, rCAG binder, ABHD4 inh, PG9 binder, UHRF1 binding, MBD2 inh, NR1D1 modulator, PRMT1 inh, TCR CD3 inh, LEDGF integ inh
Shown for CCOc1ccc(NC(=O)c2ccco2)c([N+](=O)[O-])c1 : 9.6, 1.4, -3.1, -0.7, -0.2, -3.0, -2.8, 2.7, -7.3, -5.7
Shown for CCCNC(=O)c1nnsc1Sc1ccc(Cl)cc1 : -1.6, -0.7, -0.5, 0.3, -2.8, 2.0, 1.3, -2.3, -3.5, 3.2
Shown for Cc1ccc(S(=O)(=O)NC(C(=O)N2CCOCCOCCOCC2)C(C)C)cc1 (stereo not given) : -2.2, -0.6, -0.7, -0.9, -1.3, 5.4, -5.0, -7.1, 6.1, 2.4

(cont.)
SMILES	HTRA1 inhibitor	rCAG binder	ABHD4 inh	PG9 binder	UHRF1 binding	MBD2 inh	NR1D1 modulator	PRMT1 inh	TCR CD3 inh	LEDGF integ inh
CCc1nc2ccccc2c(C(=O)OC2CCOC2=O)c1C (stereo not given)	-3.0	2.3	0.1	-0.1	-0.6	0.3	8.5	0.9	-0.2	-2.1
O=C(CSc1nnc(C2CC2)n1C1CC1)c1ccccc1F	-0.2	1.9	-5.8	-0.2	0.5	-1.7	-1.8	2.2	-2.1	0.7
CN1/C(=C\C=N\O)C(C)(C)c2ccccc21	0.2	-1.0	-3.4	-2.4	-5.7	-3.8	-0.3	2.1	1.4	0.6
CCOc1ccc2nc(NC(=O)CSc3nnc(-c4ccncc4)n3CC3CCCO3)sc2c1 (stereo not given)	-6.7	0.1	-4.0	0.5	0.2	-4.3	-3.3	-5.0	6.9	-0.3
N#Cc1ccc(C(=O)Nc2cccc3cccnc23)c(F)c1	-6.3	-2.3	1.8	-0.1	0.5	0.1	-15.8	-1.4	-0.3	-0.4
CCOC(=O)c1ccc(N2C(=O)c3cccc4c(C(=O)O)ccc(c34)C2=O)cc1	-0.5	2.4	-2.4	-0.2	3.9	-0.2	-5.1	8.9	-3.6	-2.6
Cc1ccc(C)c(NC(=O)C(C)CC2COCCO2)c1 (stereo not given)	5.9	0.0	0.0	-0.4	0.0	-2.3	0.6	-2.1	4.1	-3.9
C[C@@H]1CN([C@@H](C)CO)S(=O)(=O)c2ccc(Br)cc2O[C@@H]1CN(C)C(=O)NC1CCCCC1	2.8	2.7	3.9	-0.5	-1.1	-5.3	2.2	3.4	0.3	-1.1
CCc1c(C)nc2cc(-c3ccc(OC)cc3)[nH]n2c1=O	-2.5	2.1	4.9	-2.4	1.3	1.6	-5.1	-1.7	1.1	-5.3
O=C1CC(NCc2cccs2)C(=O)N1c1ccc(Cl)cc1 (stereo not given)	1.1	3.2	1.3	-0.2	-0.8	-5.6	2.3	3.2	2.5	0.4
CC(C)NC(=O)Nc1ccc2c(c1)C(=O)N([C@H](C)CO)C[C@H](C)[C@@H](CN(C)Cc1ccc(C(F)(F)F)cc1)OCCCC[C@@H](C)O2	-0.6	3.9	5.1	-1.5	-2.5	-8.7	-2.2	-1.1	-1.0	3.3
Cc1ccc(-c2nnc(N3CCCCC3)c3ccccc23)cc1S(=O)(=O)NCC1CCCO1 (stereo not given)	-11.2	-6.3	0.9	-1.3	-1.3	-5.5	5.5	1.7	0.1	-0.8
Cc1nn(Cc2ccc(Cl)c(Cl)c2)c(C)c1NC(=O)c1cc(-c2ccco2)on1	-46.0	2.3	-2.8	-0.5	0.9	-2.6	-2.7	-3.1	-2.7	2.0
CC1(C)CCc2cc(CN3CCN(c4ccccn4)CC3)ccc2O1	7.4	-10.6	0.1	0.4	-1.9	-2.1	1.0	0.7	8.4	-1.9
Cc1ccc(Oc2nn[nH]n2)cc1	1.5	-3.0	4.7	0.4	-7.7	-5.3	6.1	4.4	6.4	-2.9
Cn1cc(CN2CCC(Oc3ccc(C(=O)N4CCCC4)cc3)CC2)cn1	1.5	-5.0	-11.8	-1.0	6.8	7.7	1.4	5.5	-8.6	-6.0
Cc1cc(C)c(N(C(=O)c2csnn2)C(C(=O)NC2CCCC2)c2ccncc2)c(C)c1 (stereo not given)	-4.7	9.8	-3.6	0.6	1.9	-0.8	1.2	-2.8	3.6	2.1
